Source: PubChem (several laboratories)
LRH-1 inv ag = inverse agonists of human LRH-1 (NR5A2). HEK293T StAR-luciferase reporter, LRH-1 transfected, 24 h. O00482. inhibition, % at 3.6 µM. hit rate 0.13% among 360,000;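 active means inhibition above the mean inhibition of all tested compounds plus 3 SD, cut at about 73% in these data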;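 further: 0% = DMSO wells and 100% = reporter-only cells lacking LRH-1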
KKLEB cytotox = reduces viability of KKLEB cystic fibrosis airway cells. AID 602141. hit rate 0.36% among 360,000. KKLEB CF airway cells viability, ATPlite luminescence, overnight; hits give low values; cells stimulated with P. aeruginosa culture filtrate. activity change (cytotoxicity), % at 5 µM;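 active means corrected activity change at or below -50% at 5 µM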
TWEAK Fn14 block = inhibitors of TWEAK-Fn14 interaction signaling | AID 1159606 | inhibition, % at 10 µM | TWEAK-stimulated Fn14 reporter cells, luciferase luminescence, 8 h | hit rate 2% among 360,000; in the data active means inhibition above about 50%
TROY NFkB inh = blocks TROY-dependent signaling in reporter cells; Q293 LMP1-TROYcd NF-kB luciferase reporter, 4 h; inhibition, % at 10 µM; AID 1347056; hit rate 0.98% among 360,000;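 active means compounds whose plate-normalised and pattern-corrected inhibition of the luciferase reporter signal at the single screening dose is 50% or more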
C8 TRAIL sens = sensitizes caspase-8 expressing cells to TRAIL; hit rate 1% among 360,000; NB7+C8 cells + TRAIL, ATPlite viability luminescence; AID 624354; inhibition (viability loss, TRAIL sensitization), % at 10 µM;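 active means compounds causing at least 50% loss of cell viability in the single-dose screen, relative to plate controls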
CF NFkB block = cystic fibrosis NF-kB activation inhibition. KKLEB NF-kB-GFP reporter, PAF-induced, GFP fluorescence overnight. inhibition, % at 5 µM. hit rate 0.86% among 360,000;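 active means at least 50% inhibition at 5 µM, scaled per plate between neutral and stimulator controls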;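 further: PAF is a Pseudomonas aeruginosa culture filtrate used as stimulus; plate controls were PAF-stimulated DMSO wells for no effect and unstimulated DMSO wells for full effect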
NR2F2 inh = inhibitors of human COUP-TFII (NR2F2). HEK293T NGFI-A luciferase reporter, luminescence. inhibition, % at 8.6 µM. hit rate 0.7% among 370,000. AID 686940;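 active means inhibition above a per-plate cutoff, mean inhibition of test wells between control levels plus 3 SD, cut at about 38% in these data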;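 further: cells cotransfected with COUP-TFII expression vector driving the NGFI-A reporter; 0% = median of COUP-TF2 test wells and 100% = reporter-only cells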
LMP1 NFkB inh = Epstein-Barr LMP1 NF-kappaB reporter inhibition | LMP1-induced NF-kappaB luciferase reporter cells, luminescence | inhibition, % at 12.5 µM | hit rate 0.69% among 350,000 | AID 504558; in the data active means inhibition above about 41%;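 further: 0% = neutral control wells and 100% = reference inhibitor control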
Shn3 3UTR inh = inhibitors of Schnurri-3 3'UTR reporter in osteoblasts. Clone20 osteoblast Shn3 3'UTR firefly luciferase, 24 h. inhibition, % at 12.5 µM. hit rate 0.52% among 360,000;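 active means mean inhibition of at least 75% with every replicate also reaching 75%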;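 further: 0% = median of neutral control wells and 100% = pilot-screen positive control compound; some compounds past the cut are filed as inactive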
NCOA3 inh = inhibitors of human steroid receptor coactivator 3 (SRC3) | Q9Y6Q9 | HEK293 GAL4-SRC3 luciferase reporter, luminescence | inhibition, % at 3.6 µM | hit rate 0.17% among 360,000 | AID 588352;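 active means inhibition above a per-campaign cutoff, the mean of all compounds plus 3 SD, cut at about 60% in these data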;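 further: 0% = DMSO-treated cells and 100% = gossypol-treated cells at 36 µM; higher means less SRC3-driven luciferase light from the GAL4 reporter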
Target sequence (Q9Y6Q9 whole entry, looked up, the tested form may be a part): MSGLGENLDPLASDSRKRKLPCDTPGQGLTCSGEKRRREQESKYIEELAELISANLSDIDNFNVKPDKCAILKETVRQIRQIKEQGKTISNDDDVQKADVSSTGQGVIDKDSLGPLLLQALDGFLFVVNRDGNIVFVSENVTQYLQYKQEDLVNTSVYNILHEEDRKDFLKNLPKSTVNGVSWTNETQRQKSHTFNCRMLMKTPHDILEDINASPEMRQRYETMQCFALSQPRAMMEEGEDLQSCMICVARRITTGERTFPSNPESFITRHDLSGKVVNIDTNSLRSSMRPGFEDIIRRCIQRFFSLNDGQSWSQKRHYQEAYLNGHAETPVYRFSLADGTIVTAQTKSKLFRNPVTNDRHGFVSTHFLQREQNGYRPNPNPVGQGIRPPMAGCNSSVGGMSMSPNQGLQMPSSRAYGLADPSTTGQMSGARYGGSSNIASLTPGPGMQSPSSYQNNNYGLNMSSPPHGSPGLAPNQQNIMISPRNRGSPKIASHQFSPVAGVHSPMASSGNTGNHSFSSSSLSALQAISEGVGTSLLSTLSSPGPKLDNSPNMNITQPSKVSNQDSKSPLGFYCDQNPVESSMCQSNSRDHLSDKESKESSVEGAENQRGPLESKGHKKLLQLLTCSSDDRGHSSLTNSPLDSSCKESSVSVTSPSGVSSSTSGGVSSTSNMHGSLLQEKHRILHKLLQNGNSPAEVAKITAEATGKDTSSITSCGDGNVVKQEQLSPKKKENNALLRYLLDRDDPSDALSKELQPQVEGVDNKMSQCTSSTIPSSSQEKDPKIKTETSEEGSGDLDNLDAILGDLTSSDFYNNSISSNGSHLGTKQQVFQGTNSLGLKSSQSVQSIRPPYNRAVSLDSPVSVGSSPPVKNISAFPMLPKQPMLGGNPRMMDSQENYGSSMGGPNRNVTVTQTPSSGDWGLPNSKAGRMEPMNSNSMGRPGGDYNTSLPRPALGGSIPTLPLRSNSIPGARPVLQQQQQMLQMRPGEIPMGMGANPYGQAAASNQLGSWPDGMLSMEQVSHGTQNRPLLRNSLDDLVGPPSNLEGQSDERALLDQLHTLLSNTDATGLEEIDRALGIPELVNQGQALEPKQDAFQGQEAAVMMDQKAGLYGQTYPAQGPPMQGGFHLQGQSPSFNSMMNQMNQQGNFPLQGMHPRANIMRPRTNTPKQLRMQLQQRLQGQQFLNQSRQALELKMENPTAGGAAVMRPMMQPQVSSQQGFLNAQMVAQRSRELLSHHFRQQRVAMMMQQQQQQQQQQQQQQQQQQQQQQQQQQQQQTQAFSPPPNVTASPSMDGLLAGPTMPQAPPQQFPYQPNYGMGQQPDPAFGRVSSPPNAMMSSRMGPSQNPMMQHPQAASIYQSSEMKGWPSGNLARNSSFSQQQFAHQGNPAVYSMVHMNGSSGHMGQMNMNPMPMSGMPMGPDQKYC
SRC1 inh = inhibits human SRC1 coactivator; Q15788; HEK293 GAL4-SRC1 luciferase reporter, luminescence; inhibition, % at 3.6 µM; hit rate 0.12% among 360,000; AID 588354;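 active means inhibition above the campaign mean plus 3 SD, with each screening campaign given its own cutoff, cut at about 60% in these data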;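 further: 0% = DMSO treated cells and 100% = gossypol at 36 µM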
Starred values were filed as active, the others as inactive; . = not tested or not shown.

SMILES	LRH-1 inv ag	KKLEB cytotox	TWEAK Fn14 block	TROY NFkB inh	C8 TRAIL sens	CF NFkB block	NR2F2 inh	LMP1 NFkB inh	Shn3 3UTR inh	NCOA3 inh	SRC1 inh
CCOC(=O)c1ccc(NC(=O)C2CCC(CNc3c(N4CCOCC4)c(=O)c3=O)CC2)cc1 (stereo unspecified)	6	2	-14	8	-17	18	-5	-8	0	19	4
CCn1c(SCC(=O)Nc2ccc(F)cc2F)nc2c(c1=O)SCC2	-9	0	0	8	-2	22	4	-2	11	7	-53
O=C(CNC(=O)c1cccs1)OCc1ccc(Cl)cc1	19	9	0	-17	-7	-3	-3	-8	-15	7	0
O=C1N(c2ccccc2)C(c2ccc(Cl)cc2)N2CCCN12 (stereo unspecified)	17	6	-10	-10	12	3	-1	0	2	14	7
COc1ccccc1CNc1nc(NCc2ccc(C)cc2C)c2sccc2n1	12	5	33	33	6	19	.	.	17	-6	1
CCC(=O)Nc1ccc(NC(=O)CSc2nnnn2C2CCCC2)cc1C	7	0	6	-31	3	-2	2	-3	-2	-57	-8
CCC(=O)NC(NCC1CCCO1)C(Cl)(Cl)Cl (stereo unspecified)	4	5	5	-6	-3	-13	2	2	-7	0	-9
Cc1ccc2[nH]c3c(c2c1)CCCC3=O	18	-3	1	-20	1	-16	-10	3	.	-2	-16
CC(C)n1c(SCCCc2ccccc2)nc2c1c(=O)[nH]c(=O)n2C	2	-3	11	22	-9	-28	9	2	-1	-8	5
CCCCc1cc(=O)oc2c3c(cc(OCC(=O)NCCCO)c12)OC(C)(C)CC3	18	-20	-1	-21	-9	11	3	-14	-6	20	5
C/C(=N\NC(=O)c1c(C)nc2ccccn12)c1ccco1	8	-2	-1	-9	4	-16	-18	-4	11	1	-16
Cc1ccc2[nH]cc(CCNC(=O)c3ccco3)c2c1	16	10	-9	-26	-8	-16	-19	-6	-15	-6	-4
COc1ccc(-c2[nH]ncc2CN2CCCN(c3ccccc3)CC2)c(F)c1	-9	-5	-2	1	5	-22	-5	4	0	7	-7
O=c1c2ccccc2sn1-c1ccc(Cl)cc1	-21	-10	24	4	-9	64*	-1	-15	9	1	-39
Cc1ccccc1NC(=O)C1C2C=CC(C3CC23)C1C(=O)O (stereo unspecified)	10	6	0	-8	1	6	-8	-8	1	11	-1
COc1ccc(NC(=S)N(CCCN2CCCCCC2)Cc2cccs2)cc1	4	-1	44	3	-4	5	12	6	-8	2	-17
COc1ccc(C2CC(=O)C(C=NCCN3CCN(C(=S)Nc4ccccc4)CC3)=C(O)C2)cc1OC (stereo unspecified)	2	-5	23	14	-11	-1	16	-7	11	9	3
CCc1nc(SCC(=O)c2ccc3c(c2)OCCO3)c2ccccc2n1	30	-9	-95	-4	4	17	29	41*	-34	2	10
Cc1cc(SCC(=O)OCC(=O)N(C)c2ccccc2)nc2ccccc12	2	-6	-5	-10	1	-1	9	-5	-2	-32	-18
COc1ccc(Cl)cc1NC(=O)Nc1cn(C)nc1C	6	-6	-17	-2	13	5	9	-12	15	20	-11
CC(Sc1nc(-c2ccccc2)cc(C(F)(F)F)n1)C(=O)NCCN1CCOCC1 (stereo unspecified)	-13	-13	7	-9	-10	8	24	-3	4	19	-5
CCc1nc2ccccc2[nH]c1=O	-5	-3	2	-4	-12	-8	8	1	9	5	-11
CCOC(=O)C1CCCN(CC(=O)c2ccc(F)cc2)C1 (stereo unspecified)	6	3	15	-5	-6	-2	-8	-22	-2	-11	-61
COc1cccc2c1O/C(=N\O)C(C(=O)Nc1cccc(C)c1C)C2 (stereo unspecified)	1	2	-4	-1	-4	5	9	-4	11	-20	3
CCC1CCCCN1C(=S)NC(=O)c1cccc([N+](=O)[O-])c1 (stereo unspecified)	7	-9	-17	14	1	7	-6	-3	5	-3	-8
COc1cccc(OC)c1C(=O)NC(=O)Nc1c(F)c(F)c(F)c(F)c1F	4	12	-13	-5	-10	-15	2	-9	4	26	15
COc1ccc(CCNC(=O)C(=O)NCC2OCCN2S(=O)(=O)c2ccc(OC)cc2)cc1 (stereo unspecified)	5	14	28	14	2	3	-16	-2	28	12	16
N#Cc1cn(-c2ccccc2)nc1-c1cc2ccccc2oc1=O	-34	-17	-5	-44	9	23	-16	-19	-19	-52	-39
COc1cc(NC(=O)c2ccccc2)c(OC)cc1NC(=O)CN1C(=O)NC2(CCCCC2)C1=O	-9	5	5	10	15	-10	12	2	8	9	-9
Cc1cccc(NC(=O)CSCC(=O)N(C)CCOc2ccc(Cl)cc2)c1	-8	23	15	3	8	-17	-3	5	16	10	0

Compound profiles, as listed above. Values in the order: LRH-1 inv ag	KKLEB cytotox	TWEAK Fn14 block	TROY NFkB inh	C8 TRAIL sens	CF NFkB block	NR2F2 inh	LMP1 NFkB inh	Shn3 3UTR inh	NCOA3 inh	SRC1 inh
COc1ccc(C2CC(=O)C(C=NCCN3CCN(C(=S)Nc4ccccc4)CC3)=C(O)C2)cc1OC (stereo unspecified) is listed with 2	-5	23	14	-11	-1	16	-7	11	9	3
Cc1cc(SCC(=O)OCC(=O)N(C)c2ccccc2)nc2ccccc12 is listed with 2	-6	-5	-10	1	-1	9	-5	-2	-32	-18
N#Cc1cn(-c2ccccc2)nc1-c1cc2ccccc2oc1=O is listed with -34	-17	-5	-44	9	23	-16	-19	-19	-52	-39

(listing goes on)
SMILES	LRH-1 inv ag	KKLEB cytotox	TWEAK Fn14 block	TROY NFkB inh	C8 TRAIL sens	CF NFkB block	NR2F2 inh	LMP1 NFkB inh	Shn3 3UTR inh	NCOA3 inh	SRC1 inh
COc1ccc(S(=O)(=O)N(C)C)cc1NC(=O)COC(=O)c1nc2nccc(C)n2n1	8	-8	-15	1	-2	6	4	1	14	-4	-4
O=C(Cn1c(NCCCO)nc2ccccc21)c1ccco1	33	-16	20	-23	21	10	-9	-18	4	-25	-10
Cc1ccc(-c2nc(=S)c3c(n2Cc2cccnc2)CC(C)(C)OC3)cc1	-5	18	74*	7	0	-16	3	2	-3	3	7
c1ccc(-n2nnnc2NC2CCCCCC2)cc1	34	3	19	6	1	16	24	12	21	12	-3
C/C(=C\C(=O)c1ccc(F)cc1)NCc1ccc2c(c1)OCO2	-7	-4	-2	9	-14	2	6	2	-37	19	-112
CCN(CC(=O)NCc1cccs1)C(=O)c1ccc(S(=O)(=O)Nc2ccccc2)cc1	-6	4	-3	-14	7	4	5	-2	2	-3	-9
COC(=O)c1c(NC(=S)Nc2ccc(CC(=O)O)cc2)sc(C)c1C	-15	-24	88*	-12	8	-7	5	4	-5	5	-10
S=C(NCCc1ccc(Cl)cc1)NC1CCCCC1	-93	4	-43	-55	3	-7	-39	-18	-43	-67	-69
CCc1ccc(NC(=O)[C@H](C)NC(=O)C2CCN(C(=O)[C@@H](N)Cc3ccccc3)CC2)cc1	18	7	11	0	5	-1	.	-7	-11	-9	-15
COc1ccccc1C(=O)Nc1ccc(S(=O)(=O)N2CCCCC2)cc1	-2	4	15	8	-12	12	16	9	29	17	0
C[C@@H]1CCCCO[C@H](CN(C)S(=O)(=O)c2cn(C)cn2)[C@@H](C)CN([C@H](C)CO)C(=O)c2cc(NC(=O)c3ccncc3)ccc2O1	-2	4	-6	-1	3	8	4	-4	-9	-14	-11
CCOCCCNC(=O)CCNC(=O)c1cc(OC)c(OC)c(OC)c1	-6	3	-4	2	-11	4	0	-4	-38	9	-6
Cc1ccc(C(=O)NCc2ccccn2)cc1Cl	-15	3	-1	-20	8	-4	-8	2	-57	-18	-29
Cc1ccc2oc(=O)c3cnn(CC(=O)N4CCN(c5ccccc5)CC4)c3c2c1	-18	5	13	2	-24	7	4	3	-10	-10	0
O=C(NCCc1nc2ccccc2[nH]1)c1ccc(Br)o1	-11	3	4	-4	-10	-15	8	5	-4	8	0
Cc1ccc(OCCC(=O)OCC(=O)NC(=O)c2ccccc2)cc1	-13	0	15	13	-15	-10	11	2	-12	-12	4
COC(=O)[C@H](C)NC(=O)NCCC1=CCCCC1	-2	0	-4	-8	-5	7	4	-2	-3	-6	-6
OC(c1cc(Cl)cc(Cl)c1)c1ncc(-c2cccc(F)c2)[nH]1 (stereo unspecified)	13	-18	31	10	-2	-11	4	.	8	-8	7
O=C(O)/C(=C\c1ccc(Br)cc1)NC(=O)c1cccs1	3	-4	-2	-1	-6	-1	-12	3	-18	5	2
CN(CC(=O)Nc1ccc(Cl)cc1)C(=O)c1ccc(S(=O)(=O)Nc2ccccc2)cc1	6	-19	15	-8	-11	1	-14	-28	5	10	-14
[N-]=C=C1C(=O)NC(=O)C([n+]2ccc(-c3ccncc3)cc2)C1c1ccccc1C(F)(F)F (stereo unspecified)	-28	-4	-23	6	17	14	2	11	-14	6	-1
CCOc1ccccc1NCc1cc(=O)oc2cc(C)c(O)cc12	1	11	4	15	-2	0	0	-3	11	0	-39
COc1ccc(-c2nc(C#N)c(N3CCN(c4cccc(Cl)c4)CC3)o2)cc1OC	-3	-6	-25	-10	-14	0	-4	-6	3	9	5
O=C(N/C=C/c1ccccc1)c1ccccc1	-135	-11	-9	-56	30	-21	-50	-18	-89	-122	-114
Cc1ccc(S(=O)(=O)N(C)c2ccc(OC(=O)CN3C(=O)NC4(CCCC4)C3=O)cc2)cc1	-5	-2	13	8	-7	14	-5	2	-3	-2	-4
O=C(Nc1ccc(-n2cnnn2)cc1)C1CCCCC1	-4	2	6	-3	3	-7	-6	-7	2	-1	9
Cn1nc(-c2ccccc2)c(CN2CCN(c3ncccn3)CC2)c1Cl	1	-2	-17	-1	0	9	18	14	6	10	13
CCN(CC)S(=O)(=O)c1ccc(N2CCN(CCOc3ccc(OC)cc3)CC2)nc1	-3	14	9	9	13	-16	11	5	56	14	4
Cc1cc(C)c2sc(N(CCCN(C)C)C(=O)c3ccc(Br)s3)nc2c1	-3	-8	0	-32	14	36	16	-18	-5	12	4
CC1CCCN(S(=O)(=O)c2cccc(C(=O)NCC3CCCO3)c2)C1 (stereo unspecified)	-10	11	-11	-6	-2	-16	-1	-7	2	5	-18
CCOC(=O)C(NCc1ccc2c(c1)OCO2)(NC(=O)c1ccccc1)C(F)(F)F (stereo unspecified)	-2	0	-1	-13	1	19	20	11	-2	-8	-5
O=c1[nH]c2ccc(Cl)cc2[nH]1	20	-11	9	5	-8	8	-20	1	-4	-10	-15
COc1ccccc1NC(=O)NC1CCS(=O)(=O)C1 (stereo unspecified)	3	0	0	-10	18	-9	12	-2	-14	1	-5
COc1ccccc1C(=O)NCC(=O)NC1CCCc2ccccc21 (stereo unspecified)	5	-6	8	11	-9	23	3	-10	-48	-2	0
Clc1ccc(-c2nc(NCCCN3CCOCC3)c3ccccc3n2)cc1	15	-31	13	-5	14	4	11	-11	-7	2	3
CCOC(=O)c1sc(NC(=O)C(C)Sc2nc(N)cc(=O)[nH]2)nc1C (stereo unspecified)	-7	-4	-5	-7	4	-6	-12	-1	12	-14	5
Cn1cc(Cl)c(C(=O)OCC(=O)Nc2nc(-c3ccc(Br)cc3)cs2)n1	-69	10	-17	37	6	-13	-25	-23	-13	-29	-65

Only part of the results is shown; rates above refer to the full screens.
